KAT2A inh – inhibitors of human GCN5L2 histone acetyltransferase; Potency, µM (series often up to 58.9 µM), for inactives: at the top dose activity change, negative = inhibition, actives largely listed as inhibitors; Q92830; GCN5L2 HAT assay, ThioGlo1 CoA-SH fluorescence; hit rate 0.21% among 390,000; AID 504327
Target sequence (Q92830 whole entry, looked up): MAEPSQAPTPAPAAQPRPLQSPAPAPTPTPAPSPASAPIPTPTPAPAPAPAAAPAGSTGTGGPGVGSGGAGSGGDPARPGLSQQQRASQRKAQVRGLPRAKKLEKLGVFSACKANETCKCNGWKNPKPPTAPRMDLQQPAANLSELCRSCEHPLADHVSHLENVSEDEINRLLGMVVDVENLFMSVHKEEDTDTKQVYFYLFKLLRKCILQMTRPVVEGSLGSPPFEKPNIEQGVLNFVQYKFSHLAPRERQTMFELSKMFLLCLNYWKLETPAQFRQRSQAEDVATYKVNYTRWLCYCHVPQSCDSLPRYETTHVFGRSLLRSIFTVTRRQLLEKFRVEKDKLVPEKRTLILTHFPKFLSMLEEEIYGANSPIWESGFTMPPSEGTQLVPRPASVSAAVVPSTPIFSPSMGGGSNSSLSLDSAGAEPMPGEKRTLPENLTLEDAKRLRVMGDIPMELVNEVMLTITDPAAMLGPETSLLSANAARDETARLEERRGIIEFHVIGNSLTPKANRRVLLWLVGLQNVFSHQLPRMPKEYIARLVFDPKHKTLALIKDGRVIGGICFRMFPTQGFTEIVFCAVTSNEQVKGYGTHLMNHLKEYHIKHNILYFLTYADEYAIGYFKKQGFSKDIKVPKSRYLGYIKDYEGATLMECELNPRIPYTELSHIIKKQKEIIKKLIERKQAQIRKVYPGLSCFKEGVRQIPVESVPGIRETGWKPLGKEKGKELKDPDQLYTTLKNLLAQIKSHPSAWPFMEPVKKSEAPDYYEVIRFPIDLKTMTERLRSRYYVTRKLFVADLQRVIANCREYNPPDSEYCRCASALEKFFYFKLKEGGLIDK
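Free CoA generated was detected with ThioGlo1 (50uM) fluorescence at Ex340nm/Em540nm, read immediately and after 20 min at room temperature. Enzyme, 20 nM in HEPES pH 7.5 buffer, saw compounds 15 min before adding 75uM H3(1-25) peptide and 70uM acetyl-CoA.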
N370S GC – inhibitors or activators of N370S glucocerebrosidase for Gaucher disease. P04062. N370S GC spleen homogenate, 4MU-glucoside fluorescence. Potency, µM (series often up to 59.4 µM), for the others: at the highest dose activity change, negative = inhibition, hits mostly inhibitors. hit rate 0.092% among 330,000. AID 2101;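 further: 0% = full enzyme activity and -100% = no enzyme basal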
FEN1 inh – blocks human flap endonuclease 1; Potency, µM (top dose mostly 114 µM), for inactives: top-dose activity change, negative = inhibition, actives largely listed as inhibitors; hit rate 0.35% among 390,000; Recombinant FEN1 flap cleavage, fluorescence, 15 min; AID 588795; P39748; further: nearly all actives have a fitted effect of over 65% in size
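Reaction started by adding substrate (50 nM final) to 10 nM enzyme after 15 min room-temperature compound preincubation. Reads at 0 and 15 min, with data normalized and fitted to a four-parameter Hill equation.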
Numbers without * were called inactive; u = inconclusive; x = no result given; & = joins results of further samples; [ ] = remark or other dose. The call rests on the fitted dose curve; in most records, active means well fitted curve in the direction sought with a large enough effect; inconclusive means small, poorly fitted or top-dose-only effect, or another doubt; inactive means no such curve, though single readings can be large; an effect the other way counts as inactive or inconclusive. Unless noted, on the % scale 0 is the no-effect control and ±100 the full control effect; potency means the concentration at half of the fitted maximal effect. This is a random part of the collection; overall some 0.54% were active at least once.

1) Cc1ccc(C(=O)N/C(=C/c2cccs2)C(=O)N2CCCCC2)cc1
2) COc1cccc(N2CCN(C(=O)CCc3c(C)nc4c(c3C)c(=O)n(C)c(=O)n4C)CC2)c1
3) CN1c2cccc3cccc(c23)N(C)C1(C)C
4) COc1ccc(-c2cc(C(=O)NCCN3CCOCC3)no2)cc1OC
5) COc1ccccc1NC(=O)N1CCN(C(=O)c2ccco2)CC1
6) Cc1cc(C)cc(NC(=O)C(=O)NCC(c2cccnc2)N2CCOCC2)c1 (stereo not drawn)
7) COc1ccc(NC(=O)C2C3C=CC(C3)C2C(=O)O)cc1 (stereo not drawn)
8) O=C(O)Cc1sc(Nc2cccc3ccccc23)nc1-c1ccc(Cl)cc1
Screen / compound no.	1	2	3	4	5	6	7	8
KAT2A inh	-6%	-2%	-22%	-3%	-8%	-8%	3%	-4%
N370S GC	16%	x	2%	-6%	-2%	x	1%	2%
FEN1 inh	10%	-4%	-1%	-6%	3%	14%	4%	1%

9) O=c1c2c(nc3nc(Cc4ccccc4)[nH]n13)CCC2
10) CCN(CC)S(=O)(=O)c1ccc(N2CCOCC2)c(NC(=O)C(=O)c2c(-c3ccccc3)cc3ccccn23)c1
11) CC(=O)Nc1ccc(/C=C/C(=O)c2ccc3c(c2)OCCO3)cc1
12) N#C/C(=C\c1sc(N2CCOCC2)nc1-c1ccccc1)C(=O)Nc1cccc2ccccc12
13) CCC(CO)n1c(SCc2cc([N+](=O)[O-])cc3c2OCOC3)nc2ccccc2c1=O (stereo not drawn)
14) O=C(NCc1ccc2c(c1)OCO2)c1ccc2c(c1)N(Cc1ccc(F)cc1)C(=O)c1ccccc1S2=O (stereo not drawn)
15) Cc1cc(C(=O)NNC(=S)NCc2ccco2)nn1C
16) CN(C)N(C(=O)c1cc(-c2cccs2)nn1-c1ccccc1)C1CCS(=O)(=O)C1 (stereo not drawn)
Screen / compound no.	9	10	11	12	13	14	15	16
KAT2A inh	-3%	-2%	-13%	-7%	-10%	-8%	3%	-9%
N370S GC	1%	u	-10%	5%	19%	x	-5%	x
FEN1 inh	-4%	-16%	9%	x	-19%	-12%	5%	20%

Sorted by value in KAT2A inh (ascending): some entries from above
nr	SMILES	KAT2A inh
16	CN(C)N(C(=O)c1cc(-c2cccs2)nn1-c1ccccc1)C1CCS(=O)(=O)C1 (stereo not drawn)	-9%
9	O=c1c2c(nc3nc(Cc4ccccc4)[nH]n13)CCC2	-3%
15	Cc1cc(C(=O)NNC(=S)NCc2ccco2)nn1C	3%

Later entries.
17) COc1ccc(C2=NN(C)C(=NCc3ccccc3)SC2)cc1
18) CCOC(=O)c1c(C)n(C)c2ccc(OC(C)C(=O)OC)cc12 (stereo not drawn)
19) COc1ccc(C(CNC(=O)Nc2ccc(Cl)cc2)N2CCN(C)CC2)cc1 (stereo not drawn)
20) N#C/C(=C\c1ccccc1)c1nc(-c2cc3cc(Br)ccc3oc2=O)cs1
21) CC(=O)NC(Nc1nc2c(s1)CCCC2)(C(F)(F)F)C(F)(F)F
22) Cc1ccc(-n2c(COc3c(C)cccc3C)nnc2SCC(=O)Nc2nccs2)cc1
23) Cc1sc(NC(=O)c2ccco2)c(C(c2ccc(F)cc2)N2CCN(C)CC2)c1C (stereo not drawn)
24) COc1cc(C(=O)NCc2ccccc2)ccc1OC(F)F
Screen / compound no.	17	18	19	20	21	22	23	24
KAT2A inh	-3%	-18%	-3%	-16%	-6%	-9%	-2%	1%
N370S GC	1%	12%	-19%	x	-15%	-4%	u	-1%
FEN1 inh	-21%	9%	9%	-2%	2%	-16%	-22%	-1%

25) CC(C)C(=O)OCCN=C1NS(=O)(=O)c2ccccc21
26) COc1ccc(-c2cc(C(=O)N3CCCC(C(F)(F)F)C3)c3ccccc3n2)cc1 (stereo not drawn)
27) O=C(NCC1CCCO1)c1ccc(NC(=O)C2CCCCC2C(=O)O)cc1 (stereo not drawn)
28) CC(C)(C)NC(=O)CC1C[C@H](C(=O)N2CCCCC2)[C@@]2(C)c3[nH]c4ccccc4c3CCN2C1=O (stereo partly drawn)
29) Cc1nn(C(C)(C)C)c(C)c1/C=N/OC(=O)Nc1ccc(Cl)c(Cl)c1
30) COc1ccc(CNc2nc(SCC(=O)NCc3ccco3)nc3ccccc23)cc1
31) CCN(CC)CCC(=O)NC(C)(C)Cc1ccc(O)cc1
32) Cc1cccc(N(CC(=O)NCc2ccco2)C(=O)CNS(=O)(=O)c2ccc(F)cc2)c1
Screen / compound no.	25	26	27	28	29	30	31	32
KAT2A inh	-5%[0.501 µM]	-12%	1%	-6%	1%	-4%	0%	-3%
N370S GC	-4%	x	-1%	x	28%	7%	u	4%
FEN1 inh	-2%	-18%	-5%	7%	-7%	0%	-14%	6%

33) COc1ccc(S(=O)(=O)N2CCC(C(=O)N[C@@H](C)C(=O)NC3CCCC3)CC2)cc1
34) CN(c1ccc(OC(=O)CN2C(=O)NC3(CCCC3)C2=O)cc1)S(=O)(=O)c1ccccc1
35) COC(=O)COc1cccc(NC(=O)COc2ccccc2)c1
36) O=C(Cc1ccccc1)NC1CCN(S(=O)(=O)c2ccc(C(=O)O)cc2)CC1
37) COc1ccc(C[C@H]2CN3C(=NC[C@H]3Cc3ccccc3)N2CCNC(=O)c2ccc(C)c(Br)c2)cc1
38) CCc1cc(=O)n2[nH]c(-c3ccccc3)c(-c3ccccc3)c2n1
39) O=C(O)CCCn1cc(NC(=O)COc2cccc(Cl)c2)cn1
40) O=C(CSc1ncnc2c1oc1ccccc12)OCc1ccccc1
Screen / compound no.	33	34	35	36	37	38	39	40
KAT2A inh	-4%	-20%	1%	0%	-2%	-20%	-12%	-16%
N370S GC	-29%	-4%	-1%	9%	-29%	-19%	4%	-10%
FEN1 inh	-3%	-15%	-6%	-1%	-18%	2%	-1%	-7%

Single entries from above.
In FEN1 inh, `O=C(CSc1ncnc2c1oc1ccccc12)OCc1ccccc1` has the entry -7%
In N370S GC, `O=C(Cc1ccccc1)NC1CCN(S(=O)(=O)c2ccc(C(=O)O)cc2)CC1` has the entry 9%
In FEN1 inh, `COC(=O)COc1cccc(NC(=O)COc2ccccc2)c1` has the entry -6%
In FEN1 inh, `O=C(O)CCCn1cc(NC(=O)COc2cccc(Cl)c2)cn1` has the entry -1%

Continued.
41) COc1ccc(CCNC(=O)COC(=O)CNS(=O)(=O)c2ccc(SC)c([N+](=O)[O-])c2)cc1
42) CC(Cc1ccccc1)NC(=O)c1cc2ccccc2o1 (stereo not drawn)
43) COc1ccc(NS(=O)(=O)c2cc(NC(=O)[C@H](C)NC(N)=O)ccc2N2CCCC2)cc1
44) Cc1ccc(C)c(NC(=O)CN(C)C(=O)c2ccccc2OCc2ccc(Cl)cc2)c1
45) Cc1cc(C)n(C(=O)CCN2C(=O)c3ccccc3C2=O)n1
46) Cn1c(=O)oc2cc(S(=O)(=O)CCC(=O)NCc3ccc(Cl)cc3)ccc21
47) O=C(O)c1ccc(CNCc2ccc(Cl)cc2Cl)cc1
48) COc1cccc(NC(=O)NCc2c(-c3ccccc3)noc2C)c1
Screen / compound no.	41	42	43	44	45	46	47	48
KAT2A inh	u	-9%	-11%	0%	-10%	17%	-8%	-4%
N370S GC	x	1%	x	-6%	5%	x	3%	3%
FEN1 inh	5%	4%	-11%	6%	-8%	-4%	-6%	-2%

49) COc1cccc(-c2cc(C(=O)Nc3ccc4c(c3)OCO4)no2)c1
50) COC(=O)c1ccc(C(=O)OC)c(NC(=S)N2CCN(C)CC2)c1
51) NC(N)=NS(=O)(=O)c1ccc(NC(=S)Nc2ccc(F)cc2)cc1
52) COc1ccc(CCNC(=O)CN2C(=O)COc3ccc(S(=O)(=O)N4CCCC4)cc32)c(OC)c1
53) CCCOc1ccc(-c2nc(C#N)c(N3CCN(CC)CC3)o2)cc1
54) Clc1ccccc1-c1nnc(-c2cccnc2)o1
55) Nc1nc(N)c(N=Nc2ccc(SCC(=O)O)cc2)c(=O)[nH]1
56) O=C(CN1C(=O)NC2(CCCCC2)C1=O)NC1CCCc2ccccc21 (stereo not drawn)
Screen / compound no.	49	50	51	52	53	54	55	56
KAT2A inh	-7%&-2%	-3%	15%	-2%&1%	-6%	-7%	-10%	30%[activator]
N370S GC	-4%	24%	-4%	-9%	-12%	-3%	-26%	3%
FEN1 inh	-1%&-4%	-16%	18%	22%&-16%	-12%	1%	17%	-5%

Compounds from the list above containing a Cl atom (8):
8) O=C(O)Cc1sc(Nc2cccc3ccccc23)nc1-c1ccc(Cl)cc1
19) COc1ccc(C(CNC(=O)Nc2ccc(Cl)cc2)N2CCN(C)CC2)cc1 (stereo not drawn)
29) Cc1nn(C(C)(C)C)c(C)c1/C=N/OC(=O)Nc1ccc(Cl)c(Cl)c1
39) O=C(O)CCCn1cc(NC(=O)COc2cccc(Cl)c2)cn1
44) Cc1ccc(C)c(NC(=O)CN(C)C(=O)c2ccccc2OCc2ccc(Cl)cc2)c1
46) Cn1c(=O)oc2cc(S(=O)(=O)CCC(=O)NCc3ccc(Cl)cc3)ccc21
47) O=C(O)c1ccc(CNCc2ccc(Cl)cc2Cl)cc1
54) Clc1ccccc1-c1nnc(-c2cccnc2)o1
Screen / compound no.	8	19	29	39	44	46	47	54
KAT2A inh	-4%	-3%	1%	-12%	0%	17%	-8%	-7%
N370S GC	2%	-19%	28%	4%	-6%	x	3%	-3%
FEN1 inh	1%	9%	-7%	-1%	6%	-4%	-6%	1%

(list continues)
57) COCCNC(=O)c1ccc(CN2CCOCC2)cc1
58) CCCc1c(C(=O)N/N=C(\C)CCc2ccccc2)nnn1-c1nonc1N
59) O=c1c2cc3c(cc2nc2sc(Nc4ccc(F)cc4F)nn12)OCO3
60) CC1(C)Cc2nc3n[nH]c(N)c3cc2CO1
61) NC(=O)COc1ccc(-c2noc(COc3ccc(Cl)cc3)n2)cc1
62) CCOC(=O)C1=C(CN2CCN(c3ccc(Cl)cc3)CC2)NC(=O)NC1c1ccc(OC)cc1 (stereo not drawn)
63) CCN(CC)C(=O)C(=O)N/N=C/c1ccc(F)cc1
64) Cc1ccc(S(=O)(=O)N(C)C)cc1NC(=O)Nc1ccccc1F
Screen / compound no.	57	58	59	60	61	62	63	64
KAT2A inh	-1%	0%	-4%	-20%	11%	-5%	1%	2%
N370S GC	-2%	2%	x	-2%	x	x	1%	4%
FEN1 inh	-6%	-1%	-3%	6%	3%	-22%	-7%	-15%

65) CCOC(=O)c1cc(-c2ccc(N)cc2)sc1N
66) Cc1ccc(C)c(NC(=O)CN(C)C(=O)c2ccc(-c3cccc(C(F)(F)F)c3)o2)c1
67) O=c1[nH]c(SCc2n[nH]c(=S)n2-c2ccccc2)nc2ccccc12
68) CC(=O)Nc1sc2c(c1CN1CCN(C)CC1)CCCC2
69) CNC(=O)CS(=O)(=O)CC(=O)Nc1cc(OCCOC)c(Cl)cc1Cl
70) CC(=O)NS(=O)(=O)c1ccc(NC(=S)NC(=O)COc2ccccc2C)cc1
71) Cc1ccc(C(=O)N2CCN(c3ccccc3)CC2)cc1S(=O)(=O)N1CCOCC1
72) O=C(CCl)NCc1c(Cl)cccc1-n1cccc1
Screen / compound no.	65	66	67	68	69	70	71	72
KAT2A inh	-29%	-2%	-1%	-10%	-4%	-1%	-3%	-5%
N370S GC	-22%	5%	-13%	8%	-2%	2%	-4%	4%
FEN1 inh	2%	9%	-4%	u	1%	-2%	-4%	-6%

73) Cc1cc(C(=O)NCC(=O)OCC(=O)N(C)C2CCCCC2)ccc1[N+](=O)[O-]
74) CC1(C)CC(=O)C(Sc2ccccc2)=C(O)C1
75) Cc1nnc(NC(=O)CCCN2C(=O)c3ccccc3C2=O)s1
76) CC(NC(=O)Cc1ccccc1)c1nc2ccccc2[nH]1 (stereo not drawn)
77) COc1ccccc1CCNC(=O)CCn1c(=O)c2cccn2c2ccc(F)cc21
78) CC(C)C[C@H](NC(=O)c1nc[nH]c1C(=O)N[C@@H](CC(C)C)C(=O)OCc1ccccc1)C(=O)OCc1ccccc1
79) Cc1ccc(-c2cnc(C3CC3)o2)cc1S(=O)(=O)Nc1ccccc1
80) O=C(NNC(=O)c1ccccc1-n1cccc1)c1ccc(Cl)nc1
Screen / compound no.	73	74	75	76	77	78	79	80
KAT2A inh	3%	-3%	-5%	u	-6%&0%	u	-15%	-1%
N370S GC	-2%	3%	-1%	0%	5%	-2%	-1%	x
FEN1 inh	0%	-13%	-3%	-3%	-5%&-2%	-17%	-7%	2%
